MC4R antagonist: human MC4R antagonism in cAMP assay; P32245; MC4R-expressing cells, MTII-stimulated cAMP, LANCE TR-FRET; inhibition, % at 6.5 µM; hit rate 0.48% among 360,000;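 active means inhibition above its plate's cutoff, the mean of tested wells on that plate plus 3 SD, cut at about 29% in these data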;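 further: 0% = Melanotan II alone and 100% = Melanotan II plus saturating MCL0020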
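Assay system: human MC4R-expressing U2OS cells; reagent: Melanotan II stimulation of cells; dosing: 6.5 µM single dose; timing: compound 30 min, challenge 1 h, detection 1 h; signal: TR-FRET cAMP assay; replicates: one well per compound, no replicates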
ABHD5 PLIN5 PPI: blocks binding of human ABHD5 to perilipin-5 | hit rate 0.78% among 360,000 | Split G. princeps luciferase complementation, luminescence, 4 h | Q00G26+Q8WTS1 | inhibition, % at 4 µM;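 active means inhibition above the mean inhibition across every tested compound plus 3 SD, cut at about 22% in these data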;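 further: 0% = DMSO only wells and the 100% control is not disclosed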
aDG glyco up: increases alpha dystroglycan glycosylation; Pro5-aDG cells, alpha-DG glycosylation AlphaScreen (IIH6); 0% Pro5, 100% B10-LARGE cell signal; activation, % at 10 µM; hit rate 0.22% among 360,000;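 active means activation of at least 8% versus controls, or a plate z-score of at least 8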;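 further: Pro5 are CHO cells carrying HIG-tagged alpha-DG that lacks glycosylation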
N-glyco inh: blocks N-linked glycosylation in D54 reporter cells; D54 ERlucT glycosylation luciferase reporter, 24 h; percent of 100 nM tunicamycin response; reporter increase, % at 12.5 µM; hit rate 0.23% among 360,000; AID 588692;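 active means mean luciferase reporter signal, scaled so untreated is 0 and the glycosylation-blocking control 100, at or above a set limit in every replicate; inconclusive means mean reaches the limit but not every replicate does; inactive means mean below the limit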;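 further: luciferase carries N-glycosylation sites so blocking glycosylation raises the light; 0% = median of neutral control wells and 100% = median of 100 nM tunicamycin wells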
Vif inh: inhibitors of HIV Vif; inhibition, % at 7.49 µM; hit rate 0.35% among 340,000; HEK293T cells, Vif self-association by quenched fluorescence, imaging, 24 h; in the data active means inhibition above about 50%, passing the limit was not always enough; inconclusive means no clear call, values can overlap the other calls; inactive means below about 31%; further: some results filed as inactive read as strong as hits
TLR9-MyD88 inh: blocks human TLR9 binding to MyD88; Q9NR96+Q99836; CHO BLA complementation TLR9-MyD88, CCF4 FRET ratio; inhibition, % at 4.98 µM; hit rate 0.21% among 340,000; AID 504734;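 active means inhibition above the mean over all tested compounds plus 3 SD, cut at about 21% in these data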;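 further: 0% = DMSO only wells and 100% = clavulanate BLA inhibitor control wells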
ABCB6 inh 2: blocks the human ABCB6 transporter. AID 602162. K562-ABCB6 porphyrin accumulation, flow cytometry, 1 h; active compounds read low. Q9NP58. hit rate 0.19% among 360,000. fluorescence ratio to DMSO, % at 10 µM;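 active means fluorescence ratio to DMSO below 75%, the collection mean minus 3 SD; inconclusive means too few cells collected in the well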;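 further: signal is porphyrin accumulated inside mitochondria; 100% equals median channel fluorescence of DMSO control wells; lower ratio means ABCB6 inhibition with less porphyrin fluorescence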
Target sequence (Q9NP58 whole entry, looked up): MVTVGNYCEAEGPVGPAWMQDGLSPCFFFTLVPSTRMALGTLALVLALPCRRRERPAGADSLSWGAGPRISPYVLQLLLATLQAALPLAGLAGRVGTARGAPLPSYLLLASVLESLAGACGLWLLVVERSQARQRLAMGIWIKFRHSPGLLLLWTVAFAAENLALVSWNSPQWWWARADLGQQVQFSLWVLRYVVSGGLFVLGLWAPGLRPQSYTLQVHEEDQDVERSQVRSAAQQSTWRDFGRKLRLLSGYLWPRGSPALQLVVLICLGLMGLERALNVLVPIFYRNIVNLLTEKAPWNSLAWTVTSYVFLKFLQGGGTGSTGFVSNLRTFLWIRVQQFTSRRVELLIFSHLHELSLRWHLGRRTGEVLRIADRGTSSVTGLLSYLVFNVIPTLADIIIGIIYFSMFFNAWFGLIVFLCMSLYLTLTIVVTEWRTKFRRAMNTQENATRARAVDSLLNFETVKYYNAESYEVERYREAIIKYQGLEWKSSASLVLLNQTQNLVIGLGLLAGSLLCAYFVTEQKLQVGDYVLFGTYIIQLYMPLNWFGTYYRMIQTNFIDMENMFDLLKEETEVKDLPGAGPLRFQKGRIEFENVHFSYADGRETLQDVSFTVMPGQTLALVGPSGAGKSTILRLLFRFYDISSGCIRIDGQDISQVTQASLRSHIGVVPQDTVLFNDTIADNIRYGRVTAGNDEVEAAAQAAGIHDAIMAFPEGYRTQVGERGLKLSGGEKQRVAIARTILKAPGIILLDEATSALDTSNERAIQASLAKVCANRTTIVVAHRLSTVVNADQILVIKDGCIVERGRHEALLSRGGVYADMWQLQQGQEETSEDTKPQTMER
Granule exo inh: blocks lytic granule exocytosis. inhibition, % at 10 µM. hit rate 0.66% among 360,000. TALL-104 LAMP-1 surface exposure, flow cytometry; cells stimulated with thapsigargin and PMA;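 active means inhibition above about 55%, limit read from the data; inconclusive means no clear call, values can overlap the other calls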
NOD2 RIPK2 PPI: inhibitors of human NOD2-RIPK2 interaction. CHO BLA complementation NOD2-RIPK2, CCF4 ratio. inhibition, % at 4.98 µM. O43353. hit rate 0.38% among 360,000; in the data active means inhibition above about 21%;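 further: 0% = vehicle only and 100% = reference blocker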
MC4R ag barr: human MC4R agonism via beta-arrestin. hit rate 0.98% among 360,000. P32245. U2OS MC4R beta-arrestin complementation, luminescence; percent of melanotan II response, DMSO zero. activation, % at 8.9 µM;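 active means activation above a per-plate cutoff, the mean activation of sample wells on that plate plus 3 SD, cut at about 8% in these data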
* hit, by the source's call; ? = inconclusive; . = not tested or not shown. An excerpt, so the mix of outcomes need not match the whole.

SMILES	MC4R antagonist	ABHD5 PLIN5 PPI	aDG glyco up	N-glyco inh	Vif inh	TLR9-MyD88 inh	ABCB6 inh 2	Granule exo inh	NOD2 RIPK2 PPI	MC4R ag barr
CCSc1nnc([C@@H](NC(=O)OC(C)(C)C)C(C)C)o1	14	6	0.1	5	-11	-3	99	1	8	0.2
COc1ccc(CN2C[C@@H](CO)O[C@@H](n3cnc4c(NC5CCC5)ncnc43)C2)cc1	-4	-3	-0.3	2	5	.	103	-2	11	-1.1
COC(=O)Cn1c(=NC(=O)c2nc3ccccc3s2)sc2cc(S(N)(=O)=O)ccc21	16	-2	0.1	5	.	-11	101	0	-12	-3.2
Cc1nc2scc(-c3ccccc3)c2c(=O)n1N	0	-1	0.0	2	-17	-1	100	0	3	-3.2
CC(C)NC(=O)N(C)C[C@@H]1Oc2ccc(NC(=O)CCN3CCOCC3)cc2CC(=O)N([C@@H](C)CO)C[C@@H]1C	-2	-7	-0.1	3	-1	12	98	3	-9	0.9
N#Cc1ccncc1Sc1ccc(Cl)cc1	14	-2	0.1	2	-2	-3	97	-7	4	-1.2
CC1CCN(C(=O)COC(=O)c2ccc3ccccc3n2)CC1	1	-3	0.1	0	?	-11	99	0	4	-2.1
O=c1ccc(-c2ccc(S(=O)(=O)Nc3cccc(F)c3)o2)n[nH]1	6	-4	1.4	2	-6	0	109	2	-13	0.2
COc1ccc(C(=O)NC(=S)NCc2cccnc2)cc1Br	11	6	1.0	1	-26	-11	99	-1	-12	-1.9
COc1ccc(CCN2CC(C(=O)N(C)C3CCOCC3)CCC2=O)cc1 (stereo not given)	3	-3	0.2	2	13	11	93	-4	-8	-1.4
COc1ccc(C(=O)/C=C/c2cccc(OCc3ccccc3)c2)cc1CSCC(=O)O	7	5	0.3	6	0	3	101	10	4	-0.9
CN1CCc2ccc(NC(=O)c3ccc(C(F)(F)F)cc3)cc2C1	16	-5	0.0	-3	-5	2	102	6	-12	-2.0
CCOCCCn1c(=S)[nH]c2ncccc2c1=O	3	-1	0.2	2	11	-4	94	7	-6	-3.3
c1ccc2c(c1)[nH]c1ccncc12	6	5	0.3	1	2	-2	103	5	4	-1.1
Cc1noc(C)c1CSc1nc2ccccc2nc1NS(=O)(=O)c1ccc(Cl)cc1	3	-10	0.0	2	6	-8	92	4	-3	1.5

The last five entries of the section above come first, to join the parts:
SMILES	MC4R antagonist	ABHD5 PLIN5 PPI	aDG glyco up	N-glyco inh	Vif inh	TLR9-MyD88 inh	ABCB6 inh 2	Granule exo inh	NOD2 RIPK2 PPI	MC4R ag barr
COc1ccc(C(=O)/C=C/c2cccc(OCc3ccccc3)c2)cc1CSCC(=O)O	7	5	0.3	6	0	3	101	10	4	-0.9
CN1CCc2ccc(NC(=O)c3ccc(C(F)(F)F)cc3)cc2C1	16	-5	0.0	-3	-5	2	102	6	-12	-2.0
CCOCCCn1c(=S)[nH]c2ncccc2c1=O	3	-1	0.2	2	11	-4	94	7	-6	-3.3
c1ccc2c(c1)[nH]c1ccncc12	6	5	0.3	1	2	-2	103	5	4	-1.1
Cc1noc(C)c1CSc1nc2ccccc2nc1NS(=O)(=O)c1ccc(Cl)cc1	3	-10	0.0	2	6	-8	92	4	-3	1.5
CCN(c1ccccc1)S(=O)(=O)c1cc2c(cc1C)N(C)CCO2	2	9	-0.1	-3	26	-2	100	3	-2	-0.5
O=C(O)c1ccc([N+](=O)[O-])cc1	5	-1	-0.4	-1	7	4	102	-2	4	-0.4
Cc1cccc(NC2=C(NCCO)C(=O)c3ccccc3C2=O)c1	6	-23	-0.4	4	-5	-5	95	1	-3	-1.5
CCOc1ccc(N=Nc2c(=O)[nH]n3c(C)cc(C)nc23)cc1	-21	18	-0.3	1	-2	-9	126	9	2	-1.2
CC(C)Oc1c(Br)cc(Br)cc1/C=N/NC(N)=S	31*	-11	1.2	-4	5	0	87	-3	14	23*
CCS(=O)(=O)N1CCC(C(=O)Oc2ccc(C(=O)OC)cc2)CC1	14	-5	-0.1	0	-2	-7	172	-10	-7	2.1
CCOC(=O)N1CCC(NC(=O)c2cc(C(=O)Nc3ccc(F)cc3F)ccc2CO)CC1	21	-6	-0.1	2	-2	-4	101	0	10	0.9
O=C(Cn1nnc(-c2ccc(F)cc2)n1)NC(=O)NC1CCCCC1	5	-7	-0.2	3	15	-6	97	2	8	9.7*
COc1cccc(C2=NN(C(=O)c3cccs3)C(O)(C(F)(F)F)C2)c1 (stereo not given)	-1	-1	0.3	-1	-2	4	99	-2	2	1.3
Cn1c([N+](=O)[O-])cnc1N1CCN(c2nncs2)C1=O	7	4	0.0	1	10	5	94	3	4	0.2
CCN(C(=O)CSc1nc(C2CC2)n(-c2ccccc2)n1)C1CCS(=O)(=O)C1 (stereo not given)	22	7	-0.1	-1	7	-3	98	-2	8	-1.6
CC1CN(CC(=O)NCc2ccccc2)CC(C)O1 (stereo not given)	3	9	0.0	1	9	-3	96	-2	9	0.3
Cc1cccc(N2CCC(NCc3c(C(=O)N4CCCCC4)nc4c(C)cccn34)CC2)c1	20	2	0.1	-1	0	-5	114	60*	1	0.1
O=C(NCc1cccnc1)C1CC(=O)N(CCc2ccccc2)C1 (stereo not given)	6	14	-0.1	-1	-5	5	94	-6	-2	-1.4
COc1ccc(NC(=O)c2ccc3c(c2)C(=O)N(Cc2cccnc2)C3=O)cc1	5	2	-0.1	-1	1	4	99	-4	2	-0.1

Part of the list above in order of formula weight, smallest number first.
SMILES	MC4R antagonist	ABHD5 PLIN5 PPI	aDG glyco up	N-glyco inh	Vif inh	TLR9-MyD88 inh	ABCB6 inh 2	Granule exo inh	NOD2 RIPK2 PPI	MC4R ag barr
O=C(O)c1ccc([N+](=O)[O-])cc1	5	-1	-0.4	-1	7	4	102	-2	4	-0.4
Cn1c([N+](=O)[O-])cnc1N1CCN(c2nncs2)C1=O	7	4	0.0	1	10	5	94	3	4	0.2
CCOc1ccc(N=Nc2c(=O)[nH]n3c(C)cc(C)nc23)cc1	-21	18	-0.3	1	-2	-9	126	9	2	-1.2

Next section
SMILES	MC4R antagonist	ABHD5 PLIN5 PPI	aDG glyco up	N-glyco inh	Vif inh	TLR9-MyD88 inh	ABCB6 inh 2	Granule exo inh	NOD2 RIPK2 PPI	MC4R ag barr
CC(C)N(C(=O)COC(=O)CCC(=O)c1cccs1)c1ccccc1	-5	6	-0.2	-1	-2	0	95	-3	-3	-1.0
COc1ccc(NS(=O)(=O)c2cc(NC(=O)Cc3cccs3)ccc2C)cc1	15	-2	0.0	2	4	3	101	0	-4	-0.6
CC(c1ccco1)N(C(=O)c1ccccc1NS(=O)(=O)c1cc([N+](=O)[O-])ccc1Cl)c1ccccn1 (stereo not given)	2	5	-0.2	-4	.	8	101	0	-7	-1.7
CC(C)(C)[C@H]1COC(=O)[C@H](NC(=O)OCC2c3ccccc3-c3ccccc32)C/C=C\C[C@@H](CC(=O)N[C@@H](CO)Cc2ccccc2)C(=O)N1	-2	6	-0.3	-2	-3	7	94	2	-2	-0.4
Cc1nnc(SCC(=O)NCC(=O)Nc2ccc(F)c(F)c2F)n1N	-2	-7	0.3	1	-7	-11	85	-2	-10	-2.3
CC(=O)NCCC(=O)Nc1cc(S(=O)(=O)N2CCOCC2)ccc1Oc1ccccc1	15	4	0.1	5	8	-18	98	-1	6	-0.8
CC(=O)Nc1ccc(NC(=O)CN(c2ccccc2Cl)S(C)(=O)=O)cc1	4	12	0.1	0	-2	6	98	1	0	-1.1
COCCCn1c(C(=O)Nc2ccc3c(c2)OCO3)cc2c(=O)n3cccc(C)c3nc21	2	0	-0.3	-17	-1	-25	89	2	-10	0.4
O=C(CCC(=O)OCC(F)(F)C(F)F)Nc1ccc(Cl)cc1	10	1	0.0	3	7	-2	101	-2	0	-1.2
Cc1nnc(SCC(=O)N2CCCC(N3CCN(c4ccc(F)cc4)CC3)C2)o1 (stereo not given)	9	-6	-0.2	-1	5	4	90	-1	-7	-3.6
CCOc1c(Br)cc(CNCc2cccs2)cc1OC	11	1	-0.2	1	5	-11	106	6	-8	0.1
CC1=C(C(=O)N2CCCCCC2)CC(CC(=O)NCCc2ccccn2)C(=O)N1Cc1ccc(C(C)(C)C)cc1 (stereo not given)	.	8	-0.1	.	.	.	102	14	3	.
COc1ccccc1NC(C)C(=O)N/N=C/c1cccs1 (stereo not given)	1	1	0.2	-2	1	9	99	4	-6	-2.1
O=C(CSc1nnnn1-c1ccc2c(c1)OCO2)NCc1cccs1	4	4	-0.2	1	-2	3	98	-2	-5	-0.5
CCN(CC)Cc1c(O)ccc2c(C)c(CC(=O)OC)c(=O)oc12	3	0	-0.1	1	1	-14	102	1	5	1.4
O=C(COC(=O)CNC(=O)c1ccc(Cl)cc1Cl)NNC(=O)c1ccccc1	1	-4	-0.2	3	1	5	98	-4	-4	-1.8
Cn1c(=O)n(CCCOc2ccc(Br)cc2)c2ccccc21	-4	-1	0.2	-3	5	-3	127	1	1	-1.4
CC(C)Nc1nnc(SC(C)C(=O)N(C)C2CCCCC2)s1 (stereo not given)	5	-4	-0.1	2	0	5	104	-1	-1	-2.7
COc1ccc(Oc2cnn(-c3ccccc3)c(=O)c2Br)cc1	-1	6	0.0	-2	-1	-6	89	3	-1	0.1
Cc1ccc(C)c(N2CCN(C(=O)C3CCCN(S(=O)(=O)c4cnc[nH]4)C3)CC2)c1 (stereo not given)	0	-1	0.0	3	-3	-2	98	-6	5	-1.1
Cc1cnc(C(=O)OCC(=O)Nc2cc(Cl)cc(Cl)c2)cn1	8	-1	0.0	1	1	-1	97	-3	-3	-0.1
Cc1ccc(O)c(-c2cc(-c3cccc(Br)c3)n[nH]2)c1	-3	-17	-0.2	4	2	8	92	2	2	-1.5
NC(=O)c1ccc(NC(=O)COc2ccc([N+](=O)[O-])cc2Cl)cc1	10	6	0.5	1	-2	9	98	-2	-10	-2.0

In the list so far, these have a CF3 group:
SMILES	MC4R antagonist	ABHD5 PLIN5 PPI	aDG glyco up	N-glyco inh	Vif inh	TLR9-MyD88 inh	ABCB6 inh 2	Granule exo inh	NOD2 RIPK2 PPI	MC4R ag barr
CN1CCc2ccc(NC(=O)c3ccc(C(F)(F)F)cc3)cc2C1	16	-5	0.0	-3	-5	2	102	6	-12	-2.0
COc1cccc(C2=NN(C(=O)c3cccs3)C(O)(C(F)(F)F)C2)c1 (stereo not given)	-1	-1	0.3	-1	-2	4	99	-2	2	1.3
